# Source: PubChem
# hcGAS lum: inhibitors of human cGAS. Q8N884. recombinant h-cGAS, ATP depletion, Kinase-Glo luminescence. inhibition, % at 12.5 µM. 0.081% of 290,000 active. AID 1259398; in the data active means inhibition above about 40%;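 further: 0% = vehicle reaction and 100% = reaction without DNA for no activity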
# Target sequence (Q8N884 whole entry, looked up): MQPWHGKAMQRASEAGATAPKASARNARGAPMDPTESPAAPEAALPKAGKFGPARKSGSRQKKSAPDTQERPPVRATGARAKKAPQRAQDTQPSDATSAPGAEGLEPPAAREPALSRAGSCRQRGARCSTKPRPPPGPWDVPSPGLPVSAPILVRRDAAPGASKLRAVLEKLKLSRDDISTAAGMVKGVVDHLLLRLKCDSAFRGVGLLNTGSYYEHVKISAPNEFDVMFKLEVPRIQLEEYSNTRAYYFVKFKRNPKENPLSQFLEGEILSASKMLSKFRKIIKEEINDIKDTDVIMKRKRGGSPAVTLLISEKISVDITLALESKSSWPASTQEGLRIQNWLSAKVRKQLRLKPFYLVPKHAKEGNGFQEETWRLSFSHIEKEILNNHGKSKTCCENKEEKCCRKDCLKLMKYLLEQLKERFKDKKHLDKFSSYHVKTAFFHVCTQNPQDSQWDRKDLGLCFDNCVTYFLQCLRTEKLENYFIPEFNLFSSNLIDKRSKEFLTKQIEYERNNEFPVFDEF
# Starred values were filed as active, the others as inactive.
SMILES,hcGAS lum
Cc1cccc2nc(C(=O)N(Cc3ccccc3)CC(C)CO)c(F)n12 (stereo unspecified),-4
CCc1nc(CN2CCC(c3n[nH]c(=O)n3-c3ccccc3)CC2)c(C)[nH]1,0
CCSC1CCCC1NC(=O)c1cc(C)sc1C (stereo unspecified),-5
CCN(C(=O)C(C)OC(=O)c1cc(=O)c2ccccc2o1)c1ccccc1 (stereo unspecified),-5
O=C(O)CNc1ccccc1C(=O)NCC[C@@H]1C[C@@H]2C=C[C@H]1C2,2
Cc1ncc(C(=O)N2CCCN(CC3CC3)C(C(C)C)C2)cn1 (stereo unspecified),1
CCOC(=O)c1[nH]ncc1CN1[C@H]2CCNC[C@@H]1CC2,-2
CC(C)(C)c1cc(NC(=O)c2ccc(C#N)cc2)on1,-2
CCN(C/C=C/c1ccccc1)C(=O)c1sc2ncn(C)c(=O)c2c1C,-3
Cc1ccc(S(=O)(=O)CCC(=O)NC2CCCCC2)cc1,-6
CCCn1nc(C)c2c1NC(=O)CC2COCc1ccccc1 (stereo unspecified),-3
Cc1[nH]c(=O)c(C#N)c(C)c1CSCC(=O)Nc1ccccc1,1

# At a glance, part of the list above:
SMILES,hcGAS lum
Cc1ncc(C(=O)N2CCCN(CC3CC3)C(C(C)C)C2)cn1 (stereo unspecified),1
CCOC(=O)c1[nH]ncc1CN1[C@H]2CCNC[C@@H]1CC2,-2
CC(C)(C)c1cc(NC(=O)c2ccc(C#N)cc2)on1,-2
CCN(C/C=C/c1ccccc1)C(=O)c1sc2ncn(C)c(=O)c2c1C,-3
Cc1ccc(S(=O)(=O)CCC(=O)NC2CCCCC2)cc1,-6
CCCn1nc(C)c2c1NC(=O)CC2COCc1ccccc1 (stereo unspecified),-3
Cc1[nH]c(=O)c(C#N)c(C)c1CSCC(=O)Nc1ccccc1,1

# The results go on:
SMILES,hcGAS lum
Cc1ccc(NC(=O)CSc2nc3ccccc3c(=N)s2)cc1,-1
Cc1cc(C(=O)N2CCCN(CC3CC3)C(C(C)C)C2)on1 (stereo unspecified),-2
O=C(O)c1cccnc1CN(Cc1ccc2[nH]ccc2c1)C1CC1,-3
COc1ccccc1NC(=O)COc1cccc(F)c1,1
Cc1nnc(SCc2ccccc2F)n1NCc1ccccc1,-7
CC(C)Cc1cn(C2CCN(C3Cc4ccccc4C3)CC2)nn1,-8
NC(=O)NC(Cc1ccccc1)C(=O)NCC(F)(F)F (stereo unspecified),-4
Cn1nc(C2CCN(c3nccs3)CC2)n(Cc2ccccc2)c1=O,-9
CN(Cc1ccsc1)C(=O)NCC12CC3CC(CC(C3)C1)C2,-10
CCn1cc(C(C)NC(=O)c2ccc(COc3cc(Cl)ccc3Cl)o2)c(C)n1 (stereo unspecified),-6
CCCCCCOc1ccc(N=Cc2ccccn2)cc1,-6
Cc1ccc(C(=O)CC2(O)C(=O)Nc3c(C)ccc(Cl)c32)c(C)c1 (stereo unspecified),-6
CC(NC(=O)CSCc1ccccc1Cl)c1nn[nH]n1 (stereo unspecified),-5
COc1cc(C(=O)N2CCC(NS(=O)(=O)c3ccccc3)CC2)ccc1C,-8
Cc1csc(=O)n1CCOC(=O)c1ccc(NC(=O)c2ccco2)s1,-11
O=C1CCCN1CC1CCCN(c2nc3nonc3nc2N2CCSCC2)C1 (stereo unspecified),-3
CCn1ncc(Cl)c1C(=O)N1CCc2c(c(C(=O)O)nn2CC(C)C)C1,-6
O=C(CCn1c(=O)[nH]c2ccccc21)N1CC[C@H](O)[C@@H](O)C1,-4
CC(C)c1ccc(C(NC(=O)Cn2cnnn2)c2cccs2)cc1 (stereo unspecified),-8
O=C(/C=C/c1cccc(C(F)(F)F)c1)N1CCN(C(=O)c2ccco2)CC1,4
O=C(NCc1csc(-c2cnccn2)n1)c1cccc2c1NCCC2,-1
O=C(/C=C/Nc1cccc2ccccc12)C(F)(F)F,-4
COc1ccc(-c2ccccc2NC(=O)C2CCCN(CCc3ccccc3)C2)cc1 (stereo unspecified),4
Cc1ccc(NC(=O)c2ncoc2C(C)C)cc1Br,-4

# Among those listed so far, these have a cyano group.
SMILES,hcGAS lum
CC(C)(C)c1cc(NC(=O)c2ccc(C#N)cc2)on1,-2
Cc1[nH]c(=O)c(C#N)c(C)c1CSCC(=O)Nc1ccccc1,1

# Other entries.
SMILES,hcGAS lum
COc1cc(CNCCN2CCOCC2)cc(Cl)c1OCc1cccs1,1
CN(C)N(C(=O)c1cnc2ccccc2n1)C1CCS(=O)(=O)C1 (stereo unspecified),-4
Cc1ccccc1-c1noc(CCCC(=O)N2[C@@H]3CC[C@H]2CNC(=O)C3)n1,-5
CC1(c2ccccc2)CNC(=S)N1 (stereo unspecified),-9
Cc1cc(C)nc(CN2C[C@H]3OC(=O)N(CCCN4CCOCC4)[C@H]3C2)n1,-6
CC(C)c1nccc(CN2CCCC3(C2)C(=O)N(C)c2ccccc23)n1 (stereo unspecified),1
Cc1cc(C)c(CNCc2cncn2CC(C)C)c(C)c1CO,-1
CC1=CC[C@@H]2CN(C(=O)c3cc(CC(C)C)no3)C[C@@H]2C1,-6
c1ccc(CCCNc2nc(-c3cccnc3)nc3c2CCNC3)cc1,-4
CC(NCc1ccccc1CN1CCOCC1)C(=O)Nc1ccc2c(c1)OCO2 (stereo unspecified),-2
CNC(=O)c1ccc(Cn2nc(C3CCNCC3)n(-c3ccccc3)c2=O)o1,-5
CN(CC1(CO)CCCC1)C(=O)CC1C(=O)NCCN1Cc1ccccc1 (stereo unspecified),-6
CC(C)n1cnnc1CN(C)C(=O)C(=O)c1ccco1,-5
CC1CCCCN1C(=O)c1ccc(NC(=O)c2ccn(C(C)C)n2)cc1 (stereo unspecified),0
CCN(CC)S(=O)(=O)c1cc(C(=O)Nc2ccccc2O)ccc1OC,3
CC(C)N(C)Cc1nnnn1CC(=O)N1CCCCC1c1cccnc1 (stereo unspecified),-6
CC(=O)Nc1cccc(N=CC(C#N)C#N)c1,-9
CN(Cc1ncc[nH]1)C(=O)c1coc(CN2CCN(c3ccccc3F)CC2)n1,-6
COc1ccccc1C1=NNC(=Nc2cccc(S(=O)(=O)N(C)C)c2)SC1,-10
CC1CN(C(=O)c2ccc(CNS(=O)(=O)c3cccc(C(F)(F)F)c3)cc2)CC(C)O1 (stereo unspecified),-2
CN(Cc1cnccn1)c1nc2nonc2nc1N1CCSCC1,-3
COC(=O)c1cn(-c2ccccc2NC(=O)c2occc2C)nn1,-12
Cc1[nH]nc2c1C(c1ccccn1)C1C(=O)CC(C)(C)CC1=N2 (stereo unspecified),-13
Cn1cc(/C=C/C(=O)N2[C@H]3CCNC[C@@H]2CC3)cn1,-3
Cc1cnccc1C(=O)NCC1CCCN(Cc2ccccn2)C1 (stereo unspecified),1
NC(=O)c1csc(C(=O)NC2(c3ccccc3)CCCC2)c1,-5
C=CCNC(=O)NC(=O)CNc1ccc(Br)cc1,-14
CC1CCCC(C)C1NC(=O)Nc1nncc(-c2ccccc2)n1 (stereo unspecified),-4
O=C(CCC1CCN(C(=O)CCCc2ccccc2)CC1)Nc1ccccc1,-6
COc1cc2occ(O)c2cc1-c1csc(-c2ccsc2)n1,-8
Cc1ccsc1CCn1ccnc1-c1cnc(-c2ccccn2)nc1,-9
COc1ccc(-c2nc(Cn3cc(Cl)c(=O)[nH]c3=O)co2)cc1,11
Cc1nn(-c2ccccc2)c(C)c1CC(=O)N(C)C(C)Cc1ccccn1 (stereo unspecified),-4
O=C(/C=C/c1ccccc1)N1CCC(N2CCC(C(=O)N3CCCC3)CC2)CC1,-2
O=C(COCC(F)(F)F)Nc1cc(Cl)c(Cl)cn1,-5
CN(Cc1ncccc1C(=O)O)CC1(N2CCOCC2)CCCCC1,2

# Some of the entries so far, with tabs.
SMILES	hcGAS lum
NC(=O)c1csc(C(=O)NC2(c3ccccc3)CCCC2)c1	-5
C=CCNC(=O)NC(=O)CNc1ccc(Br)cc1	-14
CC1CCCC(C)C1NC(=O)Nc1nncc(-c2ccccc2)n1 (stereo unspecified)	-4
O=C(CCC1CCN(C(=O)CCCc2ccccc2)CC1)Nc1ccccc1	-6

# More results:
SMILES,hcGAS lum
c1cncc(COC2CCN(c3nc4nonc4nc3NCc3cccs3)CC2)c1,-6
O=C(NCCC1=CCCN(CCCF)C1)c1cccs1,-4
CC(C)c1cc(NC(=O)c2cc(Cl)ccc2F)n[nH]1,-9
Cc1ccc(-c2[nH]ncc2CN2CCC(OCc3cccnc3)CC2)cc1C,-8
Cc1ccc(S(=O)(=O)N(C)Cc2ccc(C(=O)NN=C3CCN(C)CC3)cc2)cc1,-5
CN(Cc1cn[nH]c1-c1ccccc1)C(=O)c1cnnn1-c1ccccc1,-2
CC(NC(=O)c1cccc(N2CCCC2=O)c1)c1ccc(-n2cncn2)cc1 (stereo unspecified),-4
O=C(O)C1(c2ccccc2)CCN(S(=O)(=O)c2ccc(Cl)s2)CC1,-13
Cc1nc(C(=O)N(CC2COc3ccccc3O2)C(C)C)cs1 (stereo unspecified),-7
O=C(Nc1cccnc1)C(c1ccc(Cl)cc1Cl)N1CCOCC1 (stereo unspecified),-7
Cc1ccc(O)c(C(=O)N2CCN(S(=O)(=O)c3ccccc3)CC2)c1,-4
CC(C)(C)c1ccc(Cn2nccc2NC(=O)CN2CCSC2=O)cc1,-2
O=C(Nc1ccc2c(c1)OCO2)c1sc(NC2CC2)nc1-c1ccccc1,-13
COc1cccc(C(=O)NCc2ccc3c(c2)OCCO3)c1OC,-6
C=CCNC(=O)C(Cc1ccccc1)NC(=O)c1ccc(Cl)cc1Cl (stereo unspecified),-15
c1ccc(C2CCC(=NN3CCOCC3)CC2)cc1 (stereo unspecified),-5
C=Cn1cc(C(=O)N2[C@@H]3CC[C@H]2CNC(=O)C3)cn1,0
Cn1ccnc1-c1c(-c2ccccc2)ncn1CC(O)Cc1ccccc1 (stereo unspecified),-7
COc1ccc(-c2n[nH]c(CC(C)C)n2)c(OC)c1OC,-5
CCOC(=O)c1csc2c1CCC(Br)(Br)C2=O,-4
CCc1ccc(C(=O)/C=C/[n+]2ccc(N3CCCC3)cc2)cc1,10
Cc1nn(C)c(Cl)c1CN(Cc1ccncc1)Cc1ccc(F)cc1,-7
Cc1ccc(Oc2ncccc2CNc2ncccc2Cl)cn1,-8
COc1ccc(OC)c(C(=O)NC(C)(C)c2nc(C)c(C)s2)c1,2
O=C(OCc1nc2ccc(Cl)cc2n1CCO)c1ccccc1,-5
Cc1ccc(NC(=O)CNC(=O)c2cnc3ccnn3c2C)c(F)c1,-2
CCOC(=O)c1nn(-c2ccc(OCC)cc2)c2nnc(Cc3cccnc3)c(=O)n12,-6
Cc1nn(C)c(Cl)c1C1CC(=O)Nc2c1cnn2C1CCN(C)CC1 (stereo unspecified),-5
COC1CC2CCC(C)C(O)(O2)C(=O)C(=O)N2CCCCC2C(=O)OC(C(C)CC2CCC(O)C(OC)C2)CC(=O)C(C)/C=C(\C)C(O)C(OC)C(=O)C(C)CC(C)/C=C/C=C/C=C/1C (stereo unspecified),-5
COc1cc2nnc(C(=O)O)cc2c(OC)c1OC,-2
COc1ccc(C(=O)N/C(=C\c2ccc(Br)cc2)C(=O)N2CCNCC2)cc1,-5
OCc1ccccc1-c1[nH]cnc1-c1ccccc1,-5
CCN(Cc1noc(CC(C)C)n1)C(=O)c1cnn2cc(C)cnc12,2
O[C@H]1C[C@@H]2CN(c3noc(-c4ccccc4)n3)C[C@@H]2C[C@@H]1O,-5
CN=c1scc(-c2ccc3c(c2)NC(=O)CO3)n1/N=C\c1ccccc1F,-11
O=C(CN1CCN(c2ccccn2)CC1)NC1CCCc2ccccc21 (stereo unspecified),-6

# Some of these compounds in order of count of non-hydrogen atoms, smallest number first:
SMILES,hcGAS lum
CCCCCCOc1ccc(N=Cc2ccccn2)cc1,-6
CN(Cc1ccsc1)C(=O)NCC12CC3CC(CC(C3)C1)C2,-10
CC(NC(=O)c1cccc(N2CCCC2=O)c1)c1ccc(-n2cncn2)cc1 (stereo unspecified),-4

# Carrying on.
SMILES,hcGAS lum
CCOc1cccc(CN(Cc2ccccn2)C2CC2)c1,-4
CCC[C@@H]1C[C@H](NC(C)=O)C[C@H](C2CCCCC2)O1,-3
N#CCN1N=C(c2cc(Cl)sc2Cl)CSC1=O,4
Cc1nc2sccn2c1CNC1CCN(CC2CCCC2)CC1,1
Cn1c(=O)c(C(=O)COc2ccc(F)cc2Cl)c(N)n(Cc2ccccc2)c1=O,-6
COc1ccc(NC(=O)C(NC(=O)Cc2ccccc2)C(C)C)cc1Cl (stereo unspecified),-13
O=C1NCCN(C(=O)CCc2nc3ccccc3[nH]2)C1CCO (stereo unspecified),-6
CC(C)(C)C(=O)C(CO)(Oc1ccc(Cl)cc1)n1cncn1 (stereo unspecified),0
COc1ccc(CNCC(C)O)cc1CN1CCOCC1 (stereo unspecified),-5
CS(=O)(=O)c1ccc(/C=C2\C=Cc3ccccc32)cc1,-8
Cc1cc(C)n2ncc(-c3[nH]cnc3-c3ccccc3)c2n1,-4
O=C1N(Cc2cccc(Cl)c2)C[C@@H]2C[C@@H](c3ccccc3F)N3CCC[C@@]123,1
NC(=O)c1ccc(C(=O)N2CCN(CC3CC3)c3ccccc32)nc1,-8
CC1(C)CNC(=O)c2nc([C@H]3C[C@H]4C=C[C@H]3C43CC3)[nH]c2C1,-8
N#Cc1ccc(NC(=O)c2cccc3c2OCO3)c(Br)c1,-1
CCOCCN1CCC=C(CNC(=O)C2CCCCC2)C1,-5
Cn1nccc1C(=O)N1CCC2(CC1)N=C(COc1cccc(F)c1)NC2=O,-5
CCCCNc1cnn(-c2ccc(C(F)(F)F)cn2)c(=O)c1Cl,-8
CCN(C(=O)c1sc(C)nc1-c1ccccc1)[C@H]1COC[C@@H]1O,-12
CCC(CC)n1nc(C)cc1NC(=O)c1ccco1,-2
COc1ccc(CC2(CO)CCN(Cc3ccc(OC(C)C)cc3)CC2)cc1,3
COc1cccc(-c2[nH]c3ccccc3c2C2c3ccccc3C(=O)N2CC(=O)O)c1 (stereo unspecified),-5
COc1cccc(C(=O)Nc2cccc(CS(C)=O)c2C)c1 (stereo unspecified),-6
CC(=O)N[C@@H]1C[C@H](CCc2ccccc2)O[C@H](c2c(F)cccc2F)C1,-5
Cc1ccc(NC(=O)C(C)Oc2cccc3c2CCC3=O)c(C)c1 (stereo unspecified),-1

# These rows are one share of the data. The share of hits here may be higher or lower than overall.
